# Assay outcomes as filed in PubChem BioAssay.
# RGS8-Gao – RGS8-Galphao binding modulators, primary screen, biochemical, multiplexed bead flow cytometry. Guanine nucleotide-binding protein G(o) subunit alpha (Homo sapiens), P09471. response (percent of control binding), % at 10 µM. 220,000 compounds, 0.34% hits. actives lie on both sides; in the data active = response below about 60% or above about 140%; inactive = in between;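 also: Galphao activated as the GDP aluminium fluoride complex binding bead-coupled RGS8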
# Target sequence (P09471 whole entry, looked up): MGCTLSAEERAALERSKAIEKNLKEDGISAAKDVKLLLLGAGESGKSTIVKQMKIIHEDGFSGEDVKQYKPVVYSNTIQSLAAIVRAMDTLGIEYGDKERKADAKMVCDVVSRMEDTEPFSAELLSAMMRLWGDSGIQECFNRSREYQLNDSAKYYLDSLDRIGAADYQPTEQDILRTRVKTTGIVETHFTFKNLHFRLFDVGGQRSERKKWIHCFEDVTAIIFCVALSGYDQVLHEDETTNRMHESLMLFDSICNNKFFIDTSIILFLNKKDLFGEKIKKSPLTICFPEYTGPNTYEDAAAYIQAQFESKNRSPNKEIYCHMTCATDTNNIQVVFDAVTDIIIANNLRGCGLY
# ABCB1 block – ABCB1 efflux pump inhibitors, primary screen, cell-based, multiplex, flow cytometry, ABCG2 counter-screen; ATP-dependent translocase ABCB1 (Homo sapiens), P08183; CCRF-Adr cells, JC-1 efflux; inhibition, % at 6.6 µM; 190,000 compounds, 0.067% hits; in the data active = inhibition above about 40%;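 also: 0% = vehicle and 100% = reference inhibitor; higher value means more JC-1 retained so stronger ABCB1 efflux block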
# Mcl1 Bid PPI – Mcl-1/Bid binding inhibitors, primary screen, biochemical, TR-FRET, 1536-well; TR-FRET Mcl-1/Bid-Dy647 peptide binding; inhibition, % at 21.7 µM; 220,000 compounds, 0.97% hits;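 active = compounds that cut the binding signal by more than half at the single screening dose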;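 also: His-tagged Mcl-1 with europium anti-His antibody binding Bid BH3 peptide; 0% = Mcl-1 plus peptide wells and 100% = peptide-only wells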
# RGS4-Gao reg – modulators of RGS4 binding to Galphao, primary screen, biochemical, multiplexed bead flow cytometry. 220,000 compounds, 0.33% hits. actives lie on both sides. AID 1415, 2008. binding response (% of control), % at 10 µM; in the data active = binding response below about 49% or above about 150%; inactive = in between;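 also: fluorescent Galphao activated with aluminum fluoride binding bead-coupled RGS4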
# ABCG2 inh – ABCG2 efflux pump inhibitors, primary screen, multiplex with ABCB1, IgMXP3 cells, flow cytometry. Broad substrate specificity ATP-binding cassette transporter ABCG2 (Homo sapiens), Q9UNQ0. JC-1 efflux. inhibition, % at 6.6 µM. 190,000 compounds, 0.1% hits. AID 1325, 2008;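 active = inhibition above 80%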;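 also: 0% = DMSO and 100% = nicardipine control wells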
# Target sequence (Q9UNQ0 whole entry, looked up): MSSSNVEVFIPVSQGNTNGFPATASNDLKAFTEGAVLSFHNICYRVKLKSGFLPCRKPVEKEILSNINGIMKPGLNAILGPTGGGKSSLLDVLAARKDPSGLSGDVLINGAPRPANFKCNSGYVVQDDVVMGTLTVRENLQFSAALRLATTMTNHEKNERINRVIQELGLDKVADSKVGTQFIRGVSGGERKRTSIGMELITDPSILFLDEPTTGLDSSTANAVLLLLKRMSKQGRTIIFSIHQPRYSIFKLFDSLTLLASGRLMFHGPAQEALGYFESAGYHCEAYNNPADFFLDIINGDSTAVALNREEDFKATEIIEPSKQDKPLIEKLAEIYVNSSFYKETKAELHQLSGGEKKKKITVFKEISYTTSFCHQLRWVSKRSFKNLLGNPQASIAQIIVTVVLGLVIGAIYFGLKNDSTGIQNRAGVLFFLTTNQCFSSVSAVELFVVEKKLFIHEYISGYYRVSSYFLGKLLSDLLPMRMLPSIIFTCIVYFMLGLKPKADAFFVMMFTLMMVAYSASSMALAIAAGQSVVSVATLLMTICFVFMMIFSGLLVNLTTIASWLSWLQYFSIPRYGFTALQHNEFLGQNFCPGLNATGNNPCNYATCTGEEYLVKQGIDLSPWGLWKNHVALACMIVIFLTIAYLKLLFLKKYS
#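 System: two drug-resistant human cell lines, ABCG2 and ABCB1; controls: nicardipine high and DMSO low controls; times: 10 min exposure at 25 °C with rotation, no wash; detection: flow cytometry of retained JC-1 fluorescence; read-out basis: percent efflux inhibition, scaled nicardipine 100% to DMSO 0%; doses: one concentration, 6.6 µM final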
# GSH bead fluor – compound fluorescence on glutathione beads, profiling panel, artefact control, biophysical, 488/530 nm, flow cytometry | GSH beads flow cytometry, compound fluorescence 488/530 nm; active compounds read high | fluorescence (KMESF) at 10 µM | 190,000 compounds, 0.25% hits | AID 1776, 2009; in the data active = fluorescence above about 89;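 also: glutathione beads carrying GST-tagged Bcl family fusion proteins plus one bare bead set; values are compound well signal with DMSO vehicle wells as background; inactives centre near 16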
# Avidin bead fluor – green autofluorescence of compounds with avidin beads – biophysical, 488/530 nm, flow cytometry, artefact control, profiling panel; compound fluorescence 488/530 nm; active compounds read high; fluorescence (KMESF) at 10 µM; 220,000 compounds, 0.38% hits; in the data active = fluorescence above about 47; also: inactives centre near 10
# Pf gametocyte – late stage P. falciparum gametocyte viability inhibitors, primary screen, ATP luminescence, HTS; inhibition, % at 10.9 µM; 150,000 compounds, 0.065% hits; P. falciparum stage V gametocytes, 24 h;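 active = inhibition above the mean plus 3 SD of compounds within the control limits, set per campaign, cut at about 38% in these data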;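 also: 0% = DMSO wells and 100% = medium only without gametocytes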
# Mcl1-Noxa inh – Mcl-1/Noxa binding inhibitors, primary screen, biochemical, TR-FRET, 1536-well; Induced myeloid leukemia cell differentiation protein Mcl-1 (Homo sapiens), Q07820; 220,000 compounds, 1.5% hits; inhibition, % at 21.7 µM; TR-FRET Mcl-1/Noxa peptide binding, 2 h;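 active = compounds that cut the protein-peptide binding signal by more than 50% relative to plate controls in a single-dose test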;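 also: His-tagged Mcl-1 with rhodamine Noxa BH3 peptide and terbium anti-His antibody; 0% = Mcl-1 plus Noxa peptide wells and 100% = peptide-only wells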
# RGS7-Gao – RGS7-Galphao binding modulators, primary screen, biochemical, multiplexed bead flow cytometry | 220,000 compounds, 0.35% hits | actives lie on both sides | binding response (% of control), % at 10 µM; in the data active = binding response below about 49% or above about 150%; inconclusive = no clear call, values can overlap the other calls; inactive = in between;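 also: fluorescent Galphao held in activated GDP-AlF4 state binding bead-coupled RGS7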
# Mcl-1 Bim block – inhibitors of Bim peptide binding to Mcl-1, primary screen, biochemical, bead-based flow cytometry, multiplex; Induced myeloid leukemia cell differentiation protein Mcl-1 (Homo sapiens), Q07820; Bim peptide-Mcl-1 binding; inhibition, % at 10 µM; 190,000 compounds, 0.1% hits; in the data active = inhibition above about 40%;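 also: 0% = no compound tracer wells and 100% = peptide blocker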
# An asterisk follows results filed as active; ? = inconclusive; / = no result given. Not a hit list; about 3.3% have a hit in one of these screens.
SMILES,RGS8-Gao,ABCB1 block,Mcl1 Bid PPI,RGS4-Gao reg,ABCG2 inh,GSH bead fluor,Avidin bead fluor,Pf gametocyte,Mcl1-Noxa inh,RGS7-Gao,Mcl-1 Bim block
COc1ccc(CCN2C(=O)CC(N3CCN(S(=O)(=O)c4ccccc4)CC3)C2=O)cc1OC (centres undefined),101,0.4,-30,103,0,20,12,-35,-5,107,2
Cn1c(=O)c2[nH]c(N=Nc3ccc(N)cc3N)nc2n(C)c1=O,102,/,-124,102,/,/,4,-31,41,?,/
CCS(=O)(=O)N1CCN(CC(=O)NC2CCCCC2)CC1,104,0.4,4,103,0,21,12,13,10,103,2
CCOC(=O)c1c(NC(C)=O)sc2c1CCC(C=O)=C2Sc1ccccc1,97,1.2,-37,97,6,4,10,-5,26,99,12
CC(C)C(O)C1CCN(Cc2nc(Cc3ccccc3Cl)no2)CC1 (centres undefined),106,0.4,-7,100,3,10,4,/,11,101,-2
CSc1cccc(NC(=S)N2CCCN(Cc3ccc(F)cc3)C2)c1,99,0.0,-46,94,0,24,9,17,10,100,-2
Cc1cc(C(=O)CSc2nnc(-c3ccc(F)cc3)o2)c(C)n1CC1COc2ccccc2O1 (centres undefined),100,0.3,-23,99,3,11,9,/,-5,96,2
CCOC(=O)c1sc(C)c2c(=O)n(CCc3ccccc3)nnc12,72,0.5,-6,70,5,15,19,/,16,86,-2
O=C(COC(=O)/C=C/c1cnc2ccccc2n1)NCC(F)(F)F,103,0.3,0,97,3,41,8,-3,9,102,0
COc1ccc(-c2nc3n(n2)C(c2ccncc2)C(C(N)=O)=C(C)N3)cc1 (centres undefined),107,0.3,-8,106,3,31,13,/,22,110,-2
CCCCn1c(CN2CCN(C(=O)OCC)CC2)nc2c1c(=O)[nH]c(=O)n2C,101,0.5,-16,92,2,19,6,/,11,97,0
O=C(N/N=C/c1coc2ccccc2c1=O)c1cc2ccccc2o1,102,0.3,-8,90,2,7,4,7,43,93,1
COc1cc(NS(=O)(=O)c2ccc(C)cc2)c2ncccc2c1,99,0.7,-93,101,5,25,5,/,-103,101,0
CC1=NN(C(=O)c2cccnc2)C(O)(C(F)(F)F)C1 (centres undefined),104,0.3,-12,106,-1,16,11,-2,17,108,0
COCCn1c(-c2ccc(-c3ccc([N+](=O)[O-])cc3Br)o2)nc2c1c(=O)[nH]c(=O)n2CC(C)C,101,-0.4,-3,96,-2,13,10,15,14,101,6
COC(=O)c1[nH]c2ccccc2c1NC(=O)CN1CCN(C/C=C/c2ccccc2)CC1,99,5.5,-17,95,6,8,/,/,19,93,-1
CCN(CC)c1ccc2cc(-c3nnc(-c4ccccc4)o3)c(=O)oc2c1,99,34,6,96,0,34,8,/,-2,99,-15
O=C(OCC(=O)N1CCCc2ccccc21)c1cnc(Cl)c(Cl)c1,101,1.1,-4,101,2,12,9,-4,6,101,-6
Cc1cc2cc(CCNC(=O)CC(C)C)c(=O)[nH]c2cc1C,106,0.6,17,108,6,26,8,/,1,104,1
COC(=O)C1=C(N)c2c(F)cccc2C1(C#N)c1ccccc1 (centres undefined),97,0.4,-33,92,1,11,18,/,-6,95,-3
C=CCN1C(=O)/C(=C/C(=O)OC)S/C1=N\NC(=O)c1ccccc1,102,/,-12,105,/,/,3,-25,2,?,/
CC(=O)c1cc(CN2C(=O)CCC2=O)cs1,103,0.5,-8,103,2,22,35,-15,-3,103,-1
CCN(CCCNC(=O)C1CCN(S(=O)(=O)N2CCC3(CC2)OCCO3)CC1)c1ccccc1,102,1.3,-69,101,10,26,8,/,12,100,0
Cc1ccc(Cn2cnc3c(cnn3-c3ccc(F)cc3)c2=O)cc1,99,-0.2,-6,99,0,17,7,17,2,98,-4
CC1(c2ccccc2)CC(c2ccccc2)=Nc2nonc2N1 (centres undefined),100,0.1,-12,106,0,68,8,-11,12,101,-1
O=C(C1CCC1)N1CCC(c2nc3c(nnn3Cc3c(F)cccc3Cl)c(=O)[nH]2)CC1,103,0.6,-8,101,21,22,37,/,10,102,-7
CCOC(=O)CN(C(=O)Cn1nnc2ccccc21)C(C(=O)NCCOC)c1ccccc1C (centres undefined),102,0.3,9,102,1,16,8,/,0,99,-2
Cc1cc(C)nc(N2CCC(C(=O)Nc3ccc4c(c3)OCO4)CC2)n1,99,1.1,-10,99,6,16,8,-10,-17,101,-3
Cc1cccc(C)c1NC(=O)CSc1nc(COc2ccccc2)nc2ccccc12,100,1.7,59*,99,5,14,32,/,0,99,10
COCC(=O)N1CCN(c2cccc(C(F)(F)F)c2)CC1,101,0.0,1,98,1,10,9,-9,15,97,0

# In the list so far, six contain an NH in an aromatic ring:
SMILES,RGS8-Gao,ABCB1 block,Mcl1 Bid PPI,RGS4-Gao reg,ABCG2 inh,GSH bead fluor,Avidin bead fluor,Pf gametocyte,Mcl1-Noxa inh,RGS7-Gao,Mcl-1 Bim block
Cn1c(=O)c2[nH]c(N=Nc3ccc(N)cc3N)nc2n(C)c1=O,102,/,-124,102,/,/,4,-31,41,?,/
CCCCn1c(CN2CCN(C(=O)OCC)CC2)nc2c1c(=O)[nH]c(=O)n2C,101,0.5,-16,92,2,19,6,/,11,97,0
COCCn1c(-c2ccc(-c3ccc([N+](=O)[O-])cc3Br)o2)nc2c1c(=O)[nH]c(=O)n2CC(C)C,101,-0.4,-3,96,-2,13,10,15,14,101,6
COC(=O)c1[nH]c2ccccc2c1NC(=O)CN1CCN(C/C=C/c2ccccc2)CC1,99,5.5,-17,95,6,8,/,/,19,93,-1
Cc1cc2cc(CCNC(=O)CC(C)C)c(=O)[nH]c2cc1C,106,0.6,17,108,6,26,8,/,1,104,1
O=C(C1CCC1)N1CCC(c2nc3c(nnn3Cc3c(F)cccc3Cl)c(=O)[nH]2)CC1,103,0.6,-8,101,21,22,37,/,10,102,-7

# Carrying on:
SMILES,RGS8-Gao,ABCB1 block,Mcl1 Bid PPI,RGS4-Gao reg,ABCG2 inh,GSH bead fluor,Avidin bead fluor,Pf gametocyte,Mcl1-Noxa inh,RGS7-Gao,Mcl-1 Bim block
Cc1ccc(C(=O)/C=C/c2cn(CC(O)CN3CCOCC3)c3ccccc23)cc1 (centres undefined),101,1.2,-66,101,1,18,3,-14,6,100,-32
N#CC(=C=[N-])/C=C(\C(=O)c1ccccc1)[n+]1ccccc1,101,/,-8,102,/,/,6,-4,6,?,/
Nc1ccccc1C(=O)Nc1cccc(C(=O)O)c1,98,0.1,-38,97,1,5,12,/,-13,97,3
Cc1nc(NC(=O)CSc2nc3cccnc3n2Cc2ccccc2)sc1C,92,0.3,25,90,1,27,3,/,3,89,0
Cc1noc(C)c1COc1cccc(C(=O)OC(C)C(=O)Nc2ccc3c(c2)OCO3)c1 (centres undefined),101,1.0,-6,100,3,34,6,10,16,99,-1
C/C(=N\NC(=O)c1ccccc1F)c1ccc(C#N)cc1,99,0.1,-13,98,4,17,10,-3,-6,95,1
CNC(=O)CSc1nc(N)c2c3c(sc2n1)CCC3,104,1.0,-26,102,5,17,33,/,13,99,0
CSc1nc(=NC(C)=O)ss1,78,0.5,-9,96,3,21,8,/,14,116,-12
O=C(c1cnn2ccccc12)N1CCN(C2CCCCC2)CC1,100,0.1,-10,103,0,20,8,/,12,103,1
COc1cccc(C(=O)N=c2sc3cc(S(C)(=O)=O)ccc3n2C)c1,101,1.1,-41,94,-1,10,11,-23,-179,?,2
O=C(CS(=O)(=O)c1ccccc1)Nc1cccnc1,109,-0.2,-7,104,0,23,18,/,-6,114,3
O=C(/C=C/c1ccc(Cl)cc1Cl)NCc1ccco1,100,-0.2,-29,100,4,29,8,/,27,102,2
O=C(Nc1ccc(N2CCCC2)c(Cl)c1)c1ccccc1[N+](=O)[O-],100,1.2,-59,104,25,8,2,18,2,102,-3
O=C(COC(=O)c1ccc(Br)o1)Nc1nc2ccccc2s1,101,-1.1,-5,97,-3,72,7,/,5,102,/
O=C(NCc1ccco1)C1CCCN1C(=O)Nc1ccccc1 (centres undefined),93,0.3,-49,87,6,20,7,-18,8,83,0
Fc1cccc(CSc2ccc(-c3ccco3)nn2)c1,95,0.0,0,95,5,18,8,/,7,95,-8
O=C(N/N=C/c1ccc2nccnc2c1)c1cccc([N+](=O)[O-])c1,102,1.0,-4,102,6,8,21,21,3,102,4
Cc1nnc(SCCC(C)C)[nH]c1=O,103,0.6,-21,107,5,11,21,22,1,107,-4
COc1ccc(S(=O)(=O)Nc2ccncc2)c(C)c1C,103,0.9,-12,104,3,19,10,11,-2,104,0
CCOC(=O)c1[nH]c2ccccc2c1NC(=O)COC,102,0.2,-16,100,2,21,8,/,18,100,0
Cc1ccc(Sc2ncccc2C(=O)O)c(C)c1,96,1.0,-2,98,12,21,5,-20,20,98,-2
CCn1c(COc2ccccc2OC)nnc1SCC#N,98,-2.5,-16,100,-2,25,13,-2,-11,99,-1
O=C1CCC([N+](=O)[O-])C(c2ccc(Cl)cc2Cl)N1 (centres undefined),103,0.7,-34,102,4,22,11,19,6,100,-2
COc1ccccc1CNC(=O)CN1CCC(NC(=O)c2ccccc2F)CC1,100,1.3,1,101,2,18,24,/,15,99,3
